# From PubChem BioAssay
# GAA inhib: inhibitors of human lysosomal alpha-glucosidase | P10253 | purified human GAA, 4-MU-alpha-glucoside fluorescence | Potency, µM (titrated, usually from 76.9 µM), for inactives: at the top dose activity change, negative = inhibition, actives largely listed as inhibitors | 200,000 tested, 0.005% active | AID 1466;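 further: plate controls were uninhibited enzyme wells for no effect and no-enzyme background for full effect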
#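 Activity normalized between no-enzyme (basal) and enzyme-only wells. Conditions: 4 nM human enzyme, 400 uM fluorogenic substrate, citrate/phosphate pH 5.0 with Tween-20, 20 min room temperature, compounds up to 77 uM.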
# Epigenetic reg: regulators of epigenetic silencing causing reporter derepression in mouse cells | Potency, µM (doses to about 53.9 µM), inactives show at the top dose GFP activation, most hits filed as activators | murine LDR cells, GFP reporter derepression, 30 h | 280,000 tested, 0.2% active; further: % of control where 0% means no effect; nearly all actives have a fitted effect of over 60% in size
#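 Derepression of a silenced CMV-GFP reporter in murine LDR cells is scored by enumerating GFP-positive cells with a laser-scanning microplate cytometer after 30 hours of treatment at 37 C.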
# ALDH1A1 block: inhibitors of human aldehyde dehydrogenase 1A1; 220,000 tested, 7.3% active; Purified ALDH1A1, NADH fluorescence, propionaldehyde substrate; P00352; Potency, µM (top dose mostly 75.3 µM), without a hit: top-dose activity, negative = inhibition, usual class: inhibitors; AID 1030; active means well fitted inhibition curve with a large enough effect, not every such curve was filed as active; inconclusive means small, poorly fitted or top-dose-only effect, or another doubt; inactive means no such curve, though single readings can be large or run the other way;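 further: plate controls were no enzyme wells and a reference inhibitor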
# aGlu spleen mod: inhibits or activates alpha-glucosidase in human spleen homogenate; P10253; human spleen homogenate, 4-MU-alpha-glucoside fluorescence; Potency, µM (titrated, usually from 79.9 µM), for inactives: top-dose activity change, negative = inhibition, actives largely listed as inhibitors; 240,000 tested, 0.006% active; AID 2112;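 further: 0% = enzyme with vehicle and -100% = no enzyme basal signal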
#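 Human spleen homogenate (1 ug) incubated with compounds and 1 mM 4-methylumbelliferyl-alpha-D-glucopyranoside in pH 5.0 citrate/phosphate buffer, 37 C, 40 min. Stopped at pH 10; 4-MU fluorescence (Ex 365/Em 440 nm); AC50 by Hill fit.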
# GAA glycogen: alters human alpha-glucosidase cleavage of glycogen; 300,000 tested, 0.38% active; Potency, µM (top dose mostly 76.4 µM), for the others: top-dose activity change, negative = inhibition, most hits filed as inhibitors; P10253; recombinant GAA, glycogen substrate, Amplex Red glucose oxidase fluorescence; AID 2100;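 further: 0% = full enzyme reaction and -100% = no-enzyme basal signal; the screen sought inhibitors and activators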
#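 Recombinant enzyme (4 nM final) with compounds titrated up to 77 uM and bovine liver glycogen (30 ug) in citrate pH 5.0, 0.01% Tween-20, 37 C 40 min. Released glucose detected by Amplex Red/glucose oxidase (Ex 573/Em 610); AC50 from Hill fits.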
# Tau fluor cs: counter-screen for tau fibril formation inhibitors | Potency, µM (series often up to 57.7 µM), without a hit: top-dose activity change, negative = decrease | tau K18 P301L Alexa594 fluorescence, heparin fibrillization | 280,000 tested, 0.93% active; further: on the % scale 0 is the no-effect control and ±100 the full control effect; nearly all actives have a fitted effect of over 55% in size
#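 Human tau K18 P301L (15 uM unlabeled, 0.24 uM Alexa 594-labeled) in 100 mM sodium acetate pH 7 with 20 uM heparin, 6 hr at 37 C. ThT 30 uM added, 1 hr ambient; Alexa 594 FP and total fluorescence read at 555/632 nm.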
# aGal spleen mod: inhibits or activates alpha-galactosidase in human spleen homogenate; human spleen homogenate, 4MU-alpha-Gal fluorescence, 40 min; Potency, µM (top dose mostly 80 µM), for inactives: top-dose activity change, negative = inhibition, usual class: inhibitors; 240,000 tested, 0.008% active; AID 2107;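 further: 0% = enzyme with vehicle and -100% = no enzyme basal signal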
# Target sequence (P06280 32-429 limits assumed): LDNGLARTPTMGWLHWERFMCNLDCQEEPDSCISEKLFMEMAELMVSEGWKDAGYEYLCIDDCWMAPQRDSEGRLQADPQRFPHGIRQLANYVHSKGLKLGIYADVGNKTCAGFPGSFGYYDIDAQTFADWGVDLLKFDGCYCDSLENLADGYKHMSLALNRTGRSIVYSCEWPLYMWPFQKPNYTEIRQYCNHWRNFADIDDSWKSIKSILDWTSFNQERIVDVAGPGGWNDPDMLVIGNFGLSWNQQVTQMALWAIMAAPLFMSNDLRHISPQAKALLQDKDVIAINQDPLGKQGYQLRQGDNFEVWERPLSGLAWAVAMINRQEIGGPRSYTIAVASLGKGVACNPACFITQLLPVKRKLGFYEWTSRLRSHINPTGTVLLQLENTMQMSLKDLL
#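 Spleen homogenate 1 ug + cpd (titration) + 4-MU-alpha-D-galactopyranoside 1 mM; 37C 40 min; 50 mM citrate/phosphate pH 5.0, 0.01% Tween-20; stop pH 10; fluorescence 365/440; AC50 via Hill.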
# NPSR antag: blocks cAMP signaling of the human neuropeptide S receptor; Potency, µM (top dose mostly 38.3 µM), inactives show at the top dose activity change, negative = inhibition, most hits filed as inhibitors; CHO-NPSR cells, cAMP TR-FRET, antagonist mode; Q6W5P4; 220,000 tested, 1% active; further: on the % scale 0 is the no-effect control and ±100 the full control effect; nearly all actives have a fitted effect of over 50% in size; many of its hits are not listed in these tables
# Target sequence (Q6W5P4 whole entry, looked up): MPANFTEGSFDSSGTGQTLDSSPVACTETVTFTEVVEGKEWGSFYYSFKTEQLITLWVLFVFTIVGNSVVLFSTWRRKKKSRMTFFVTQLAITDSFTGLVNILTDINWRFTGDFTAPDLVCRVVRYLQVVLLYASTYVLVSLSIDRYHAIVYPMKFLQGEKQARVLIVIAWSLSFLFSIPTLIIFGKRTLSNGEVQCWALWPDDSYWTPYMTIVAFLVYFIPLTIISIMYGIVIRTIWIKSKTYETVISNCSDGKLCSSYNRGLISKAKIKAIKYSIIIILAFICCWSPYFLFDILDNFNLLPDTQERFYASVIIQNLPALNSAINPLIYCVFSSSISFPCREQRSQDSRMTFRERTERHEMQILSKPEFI
# Numbers without * were called inactive; ? = inconclusive; nt = no result given; & = joins results of further samples; [ ] = remark or other dose. Unless noted, the call rests on the fitted dose curve; in most records, active means well fitted curve in the direction sought with a large enough effect; inconclusive means small, poorly fitted or top-dose-only effect, or another doubt; inactive means no such curve, though single readings can be large; an effect the other way counts as inactive or inconclusive. Potency means the concentration at half of the fitted maximal effect.
# The opening 3 records as a preview:
SMILES,GAA inhib,Epigenetic reg,ALDH1A1 block,aGlu spleen mod,GAA glycogen,Tau fluor cs,aGal spleen mod,NPSR antag
O=C(CCCCn1c(=O)c2ccccc2n(Cc2ccccc2F)c1=O)NC1CCN(Cc2ccccc2)CC1,-9%,-3.5%,3%,11%,-14%,-14%,4%,-53%
CCOc1cc(/C=C/C(=O)O)ccc1OCCO,?,-1.0%,-3%,12%,-5%,-7%,6%,-13%
CCSCc1nnc(SCC(=O)Nc2cccc(SC)c2)n1C,5%,-3.6%,20µM*,1%,-6%,0%,14%,33%[46.1 µM]

# The list itself, repeating the preview:
SMILES,GAA inhib,Epigenetic reg,ALDH1A1 block,aGlu spleen mod,GAA glycogen,Tau fluor cs,aGal spleen mod,NPSR antag
O=C(CCCCn1c(=O)c2ccccc2n(Cc2ccccc2F)c1=O)NC1CCN(Cc2ccccc2)CC1,-9%,-3.5%,3%,11%,-14%,-14%,4%,-53%
CCOc1cc(/C=C/C(=O)O)ccc1OCCO,?,-1.0%,-3%,12%,-5%,-7%,6%,-13%
CCSCc1nnc(SCC(=O)Nc2cccc(SC)c2)n1C,5%,-3.6%,20µM*,1%,-6%,0%,14%,33%[46.1 µM]
CC(C)n1cnc2c(N(C)c3cccc(Cl)c3)nc(N(CCO)CCO)nc21,nt,-2.3%,nt,-15%,-8%,15%,14%,-14%
CN1CCN(C(=S)NC(=O)c2ccco2)CC1,10%,4.3%,-16%,2%,9%,4%,-1%,-2%
O=C(COc1nc2ccccc2nc1N1CCOCC1)Nc1ccc(S(=O)(=O)N2CCCC2)cc1,5%,1.8%,?,-2%,-4%,1%,-3%,-5%
CCC(=O)N1CCN(c2ccc(NC(=O)c3ccc4c(c3)OCO4)cc2)CC1,-20%[15.4 µM],-1.9%,-4%,2%,0%,-11%,0%,-2%[46.1 µM]
CCC(C)(C)c1ccc(OCCCC[n+]2cccc(C)c2)c(C(C)(C)CC)c1,-10%,-0.1%,-4%,-6%,1%,-10%,-15%,?
CC1=C(C#N)C(NC(=O)C2CC2)(C(F)(F)F)C(=O)N1 (stereo unspecified),-1%,-2.1%,0%,-8%,-21%,-2%,-3%,-3%[46.1 µM]
Cc1cc(C)nc(NS(=O)(=O)c2ccc(NC(=O)CN3C(=O)S/C(=C\c4ccccc4)C3=O)cc2)n1,0%,0.0%,?,-1%,4%,?,1%,9%
COc1ccc(CSc2nc3ccccc3[nH]2)cc1,-13%,-1.5%,0%,-9%,2%,-10%,7%,1%[46.1 µM]
O=C1c2oc3ccccc3c(=O)c2C(c2cccnc2)N1CCCN1CCOCC1 (stereo unspecified),0%,1.0%,-4%,-3%,3%,1%,3%,0%[46.1 µM]
C=CCn1c(C)c(C(C)=O)cc(NC(=O)c2ccccc2)c1=O,-2%,0.9%,?,2%,1%,4%,12%,-6%
COc1ccc2c(c1)[nH]c1c(=O)n(CCCn3ccnc3)cnc12,-4%,-1.0%,?,-9%,-16%,0%,-2%,1%[46.1 µM]
O=C(NNS(=O)(=O)c1ccc(Cl)cc1)c1cccs1,9%,8.6%,-5%,4%,?,22%,3%,8%
Cc1cc(/C=N/NC(N)=S)c(C)n1-c1ccc(Cl)cc1,?,?,32µM*,2%,-21%,?,2%,-7%
CC(CCc1ccccc1)NC(=O)C(=O)Nc1ccccc1 (stereo unspecified),5%,1.0%,10%,-8%,-6%,2%,2%,-1%
Cc1cc(NC(=O)CSc2nc3cc(C(=O)NCCCOC(C)C)ccc3c(=O)n2Cc2ccco2)no1,3%,3.0%,-8%,-1%,11%,3%,-7%,-13%
COc1ccc(NC(=O)c2cccc(S(=O)(=O)N(C)c3ccccc3)c2)cn1,?,-1.5%,-3%,0%,6%,-22%,-19%,8%
COC(=O)c1cc(OC)c(=O)c2c(OC)c(OC)ccc2c1,nt,-0.5%,3%,1%,nt,-1%,-25%,nt
COc1ccc(-c2cc(C(F)(F)F)n3nc(C(=O)Nc4c(C)n(C)n(-c5ccccc5)c4=O)c(Cl)c3n2)cc1,2%,-1.1%,-6%,-3%,9%,8%,-3%,-15%
CCCCc1cc2c(cn1)=C(OC(=O)c1ccco1)C(C)(OC(=O)CC)C(=O)C=2 (stereo unspecified),nt,nt,2µM*,-3%[17.4 µM],nt,-5%[11.6 µM],0%[17.5 µM],nt
CO/N=C\CC(=O)Nc1ccc(Cl)c(Cl)c1,?,0.9%,-7%,-10%,16%,-9%,-2%,8%
CCn1ncc(C2=NOC(C(=O)Nc3cccc(C(C)=O)c3)C2)c1C (stereo unspecified),1%,1.0%,6%,-2%,-11%,-6%,-5%,3%[46.1 µM]
Fc1cccc(Cl)c1Cn1nnc2c(NCc3ccccn3)ncnc21,?,-0.8%,?,-9%,3%,3%,-5%,0%[46.1 µM]

# Carrying on.
SMILES,GAA inhib,Epigenetic reg,ALDH1A1 block,aGlu spleen mod,GAA glycogen,Tau fluor cs,aGal spleen mod,NPSR antag
CC1(C)S[C@@H]2[C@H](NC(=O)Cc3ccccc3)C(=O)N2[C@H]1C(=O)O,-9%[15.4 µM],1.4%,2%,3%,2%&4%,-4%&-4%,4%,8%
CS(=O)(=O)N(CC(=O)Nc1ccc2c(c1)OCO2)c1ccccc1,-1%,0.0%,?,3%,3%,-16%,-1%,-4%[46.1 µM]
Cc1cc(C)nc(NC2=NCCN2C(=S)Nc2ccc(C)c(C)c2)n1,5%,2.9%,-10%,9%,2%,-13%,8%,-9%
COC(=O)c1ccccc1NC(=O)CN(C)S(=O)(=O)c1cc(C)ccc1OC,-1%,1.1%,?,-8%,1%,-3%,-3%,-19%[46.1 µM]
CCCCc1ccc(-n2c(Cc3cccs3)n[nH]c2=S)cc1,-1%,2.1%,-10%,-1%,?,-3%,-2%,-48%
Oc1cccc(C2c3[nH]c4ccccc4c3CCN2Cc2ccoc2)c1 (stereo unspecified),18%,-1.2%,-5%,-1%,9%,?,-4%,-28%
CCOc1ccccc1C(=O)OCC(=O)Nc1cc(Cl)ccc1Oc1ccccc1,?,-1.0%,5%,1%,8%,-12%,1%,-47%
C=CCOc1c(CNc2ncn[nH]2)cccc1OC,-8%,-2.2%,4%,-4%,12%,5%,0%,3%[46.1 µM]
COc1ccc2ccccc2c1/C=N\n1c(C)cc(C)c(C(N)=O)c1=O,-7%,-0.9%,-3%,-8%,1%,0%,-9%,5%[46.1 µM]
O=S(=O)(NCCN1CCOCC1)c1cccs1,-3%,-1.1%,13%,2%,5%,4%,3%,17%
CCOC(=O)Cc1csc(SCC(=O)c2c(N)n(CC(C)C)c(=O)n(C)c2=O)n1,-7%,1.2%,7%,-7%,2%,-13%,-9%,?
Cc1ccc(C(C)(C)C)c(OCCCCN2CCCC2)c1,4%,0.0%,-8%,-8%,-2%,-9%,6%,15%
CCOc1ccc(NC(=O)C(CC)NC(=O)c2ccccc2CO)cc1 (stereo unspecified),-1%,2.8%,7%,0%,0%,-2%,1%,-8%[46.1 µM]
COc1ccc(CN(C(=O)c2cc3ccccc3oc2=O)C2CCCC2)cc1,-12%,-0.1%,-1%,-21%,5%,-9%,-2%,-32%
O=C(Nc1cc(Cl)c(O)c(Cl)c1)C1CCCO1 (stereo unspecified),12%,0.0%,?,-7%,-1%,2%,8%,-10%[46.1 µM]
S=C(Nc1ccc(Cl)cc1)c1sc(N2CCCCC2)nc1N1CCOCC1,2%,6.1%,-8%,-2%,0%,-20%,-1%,-37%
Cn1c(CSCc2ccccc2)n[nH]c1=S,1%,-1.3%,-6%,11%,9%,8%,?,8%
Cc1cc(NC(=O)CSc2nnc(C3COc4ccccc4O3)n2C)no1 (stereo unspecified),-4%,2.5%,-5%,-2%,?,-5%,-6%,0%
CN(C)S(=O)(=O)c1ccc(Cl)c(NC(=O)CN2CCc3ccccc3C2)c1,-2%,7.0%,-9%,8%,-6%,-12%,-3%,-35%
O=C(c1ccc(COCC(F)(F)F)o1)N1CCCCCC1,0%,0.0%,1%,-8%,3%,-2%,5%,2%[46.1 µM]
Cc1cc(C)nc(Nc2n[nH]c(COc3ccccc3)n2)n1,-23%,2.7%,12%,0%,-8%,4%,1%,-22%[46.1 µM]
O=C1c2ccccc2C(=O)N1c1ncc(Cc2ccc(Cl)cc2)s1,-2%,0.0%,-8%,-1%,-4%,-6%,4%,-24%
O=C(COc1ccccc1)N1CCc2ccccc21,3%,0.0%,-12%,-5%,-3%,-4%,-10%,2%
CCOC(=O)c1nc(C)nc(Sc2n[nH]c(-c3ccc(C(C)(C)C)cc3)n2)c1C,-4%,-0.2%,-8%,2%,-12%,-18%,-7%,36%
COc1ccc(S(=O)(=O)N2c3cc(C)ccc3OCC2C(C)(C)C)cc1 (stereo unspecified),-6%,6.4%,-2%,-1%,-13%,?,10%,6%[46.1 µM]

# Continued:
SMILES,GAA inhib,Epigenetic reg,ALDH1A1 block,aGlu spleen mod,GAA glycogen,Tau fluor cs,aGal spleen mod,NPSR antag
CCOc1ccc2c(C)c(C(=O)O)oc2c1OCC,8%,-8.1%,?,-8%,-11%,-4%,0%,-3%[46.1 µM]
CC1(C)Cc2ccccc2C(=NCCCCCC(=O)O)N1,-18%,-1.0%,8%,-7%,0%,9%,-1%,-1%[46.1 µM]
CCCCCOP(=O)(c1ccccc1)c1ccccc1,-6%,-0.9%,13%,-12%,7%,1%,-15%,15%
Cc1noc(/C=C/NCc2cccnc2)c1S(=O)(=O)N(C)CC(=O)N1CCc2ccccc21,2%,0.0%,-8%,-5%,2%,-20%,-5%,-25%[46.1 µM]
Cc1ccc(-c2cc(C(=O)NCC3CCCO3)no2)cc1 (stereo unspecified),-3%,-1.0%,?,16%,-9%,-5%,4%,18%[46.1 µM]
C=CCn1c(SCC(=O)Nc2cccc(C(=O)OC)c2)nnc1C(C)NC(=O)c1cccs1 (stereo unspecified),-1%,-1.0%,?,-19%,4%,-2%,-12%,-2%[46.1 µM]
CC1Cc2ccccc2N1S(=O)(=O)c1cnc[nH]1 (stereo unspecified),1%,1.2%,9%,-20%,0%,0%,9%,1%[46.1 µM]
O=C(/C=C/c1cccs1)c1ccc([N+](=O)[O-])cc1,nt,6.0%,nt,4%,-9%,-16%,9%,-8%
CCOc1ccc(-n2nc3ccc(NC(=O)c4ccc5c(c4)OCCO5)cc3n2)cc1,?,4.8%,?,-1%,6%,-20%,-6%,10µM*
CCOC(=O)CCNC(=O)Nc1ccc2nc(C)n(Cc3cccc(Cl)c3)c(=O)c2c1,?,-1.0%,?,6%,2%,?,5%,-20%[46.1 µM]

# Not all compounds are listed. The share of hits here may be higher or lower than overall.
